hIAP inh = blocks human intestinal alkaline phosphatase; 330,000 tested, 0.12% active; inhibition, % at 10 µM; purified IAP, CDP-Star luminescence, 30 min;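 active = inhibition reaching a set limit with compound at 10 µM in the primary screen, cut at about 35% in these data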;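 note: plate controls were DMSO wells with enzyme for no effect and no-enzyme buffer wells for full effect; values of inactives mirror those of a sister screen read the other way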
mIAP activ = mouse IAP activation; activation factor at 10 µM; 330,000 tested, 0.24% active; muIAP, CDP-Star luminescence, 30 min; hits give high values; 1 = vehicle-only enzyme signal, 0 = enzyme-free wells;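 active = activation factor of at least 2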; note: the source names both 10 and 20 µM as test concentration; values of inactives mirror those of a sister screen read the other way
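Assay system: mouse IAP enzyme; Reagent: CDP-Star chemiluminescent phosphatase substrate; Compound: DMSO-dissolved test compounds; Incubation: 30 min, room temperature; Technique: luminescence from enzymatic CDP-Star hydrolysis; Controls: DMSO-only wells and no-enzyme negative control.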
TIM10 inh = growth inhibitors of TIM10 yeast strain. S. cerevisiae TIM10 strain growth, BacTiter-Glo luminescence, 24 h. inhibition, % at 10 µM. 330,000 tested, 1.4% active. AID 463195;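 active = inhibition of 40% or more at the single tested concentration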;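 note: wild-type TIM10 isogenic control strain grown at permissive 25 °C; 0% = DMSO yeast wells and 100% = minimal medium wells without yeast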
mIAP inh = mouse IAP inhibition; purified mouse IAP, CDP-Star luminescence, 30 min; inhibition, % at 10 µM; 330,000 tested, 0.2% active;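 active = inhibition of at least 40% at 10 µM in the primary screen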;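 note: plate controls were DMSO with enzyme for no effect and no enzyme wells for full effect; values of inactives mirror those of a sister screen read the other way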
Apaf1 inhib = inhibitors of human Apaf-1 apoptosome | AID 489030 | reconstituted apoptosome caspase-3 activity, DEVD-Rh110 fluorescence | inhibition, % at 20 µM | 330,000 tested, 0.71% active | O14727; active = inhibition of at least 40% at 20 µM;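 note: plate controls were DMSO wells for no effect and DEVD-CHO caspase inhibitor wells for full effect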
Target sequence (O14727 whole entry, looked up): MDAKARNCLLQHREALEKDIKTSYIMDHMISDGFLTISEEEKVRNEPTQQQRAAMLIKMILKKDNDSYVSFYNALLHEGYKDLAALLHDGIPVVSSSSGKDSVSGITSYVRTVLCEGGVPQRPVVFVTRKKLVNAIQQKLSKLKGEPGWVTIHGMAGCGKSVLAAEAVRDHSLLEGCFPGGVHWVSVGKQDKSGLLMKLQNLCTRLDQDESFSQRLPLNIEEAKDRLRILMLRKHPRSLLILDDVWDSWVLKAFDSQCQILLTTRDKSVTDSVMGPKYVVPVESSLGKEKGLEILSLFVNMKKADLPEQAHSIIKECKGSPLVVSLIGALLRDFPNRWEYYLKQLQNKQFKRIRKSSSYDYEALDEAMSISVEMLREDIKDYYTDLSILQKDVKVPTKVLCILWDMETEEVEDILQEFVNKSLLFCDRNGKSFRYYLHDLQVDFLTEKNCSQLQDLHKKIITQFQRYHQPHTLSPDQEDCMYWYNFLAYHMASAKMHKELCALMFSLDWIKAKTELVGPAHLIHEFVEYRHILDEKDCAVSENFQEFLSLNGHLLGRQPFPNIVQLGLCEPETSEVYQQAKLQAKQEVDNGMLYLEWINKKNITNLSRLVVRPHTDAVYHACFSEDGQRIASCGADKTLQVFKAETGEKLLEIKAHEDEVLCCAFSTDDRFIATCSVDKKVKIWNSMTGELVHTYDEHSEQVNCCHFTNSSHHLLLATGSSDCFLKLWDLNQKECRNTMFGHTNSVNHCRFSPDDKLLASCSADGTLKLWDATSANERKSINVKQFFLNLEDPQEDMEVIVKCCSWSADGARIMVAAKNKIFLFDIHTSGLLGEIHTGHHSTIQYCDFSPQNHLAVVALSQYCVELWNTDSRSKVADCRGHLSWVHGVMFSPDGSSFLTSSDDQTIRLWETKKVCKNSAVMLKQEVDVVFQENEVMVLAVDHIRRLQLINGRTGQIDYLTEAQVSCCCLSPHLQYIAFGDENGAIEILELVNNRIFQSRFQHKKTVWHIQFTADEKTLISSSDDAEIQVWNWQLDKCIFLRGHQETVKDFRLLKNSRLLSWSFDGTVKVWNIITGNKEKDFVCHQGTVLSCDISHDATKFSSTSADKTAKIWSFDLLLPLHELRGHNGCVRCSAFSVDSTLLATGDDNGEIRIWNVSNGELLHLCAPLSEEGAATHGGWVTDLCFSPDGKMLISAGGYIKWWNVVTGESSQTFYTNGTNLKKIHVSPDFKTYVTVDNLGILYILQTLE
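System: reconstituted apoptosome with Apaf-1, cytochrome c, caspase-9, procaspase-3, dATP; Signal: Rh110 fluorescence intensity; Schedule: 30 min compound preincubation, 50 min activation, room temperature; Reagent: cytochrome c trigger plus (Z-DEVD)2-Rh110 caspase-3 substrate.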
ATG4B inh = blocks human ATG4B protease cleavage of LC3 substrate. ATG4B cleavage of LC3-PLA2, NBD-HPC fluorescence, 1 h. AID 504462. 340,000 tested, 0.51% active. inhibition, % at 8.33 µM; in the data active = inhibition above about 40%
NLRP3 yeast inh = blocks the NALP3 inflammasome reconstituted in yeast; 330,000 tested, 0.39% active; inhibition, % at 10 µM; Yeast reconstituted NLRP3/ASC/caspase-1, beta-gal luminescence, 24 h;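 active = inhibition of 50% or more; inactive = inhibition below 50%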;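 note: plate controls were induced DMSO wells for no effect and uninduced yeast grown without galactose for full effect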
hIAP activ = human IAP activation; P09923; purified human IAP, CDP-Star luminescence, 30 min; hits give high values; 1 = vehicle-only enzyme, 0 = enzyme-free background; activation factor at 10 µM; 330,000 tested, 0.16% active; AID 2524;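 active = activation factor of the enzyme at least 2-fold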; note: the source names both 10 and 20 µM as test concentration; values of inactives mirror those of a sister screen read the other way
tim10-1 inh = tim10-1 yeast growth inhibition | S. cerevisiae tim10-1 ts strain growth, BacTiter-Glo, 24 h | inhibition, % at 20 µM | 330,000 tested, 2.2% active;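 active = inhibition of at least 40%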;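 note: mutant grown at 25 °C; 0% = DMSO wells with yeast and 100% = wells holding no yeast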
Starred values were filed as active, the others as inactive; / = no result given. Not a hit list (roughly 4.5% active in at least one column).

Structure,TIM10 inh,hIAP inh,NLRP3 yeast inh,tim10-1 inh,Apaf1 inhib,mIAP activ,ATG4B inh,mIAP inh,hIAP activ
Cc1ccc(C(=O)N/C(=C\c2ccc([N+](=O)[O-])cc2)C(=O)NCCc2ccccc2)cc1,-10.3,3.9,17.3,17.8,1.3,0.97,-16.1,3.0,0.961
Cc1cc(/C=C2\SC(=Nc3ccc(F)cc3)NC2=O)c(C)n1-c1ccc(S(N)(=O)=O)cc1,-7.6,-14.8,3.3,6.8,29.0,1.01,-0.2,-0.8,1.15
O=C(Nc1ccncc1)c1cn(-c2ccccc2)nc1-c1cccs1,43.9*,-24.8,21.7,34.2,21.7,1.2,-4.3,-19.9,1.25
CCCCNC(=O)c1cc2c(C)cc(C)cc2[nH]1,-18.8,2.2,30.2,10.4,-12.5,1.41,10.8,-40.5,0.978
COc1ccc(-c2cccc(NC(=O)c3ccco3)c2)nn1,2.0,-5.3,19.5,-5.6,1.4,0.974,1.0,2.6,1.05
COC(=O)c1ccc(COC(=O)CNC(=O)CNC(=O)c2ccc(OC)cc2)cc1,23.2,1.4,-1.3,15.3,-5.1,0.999,-3.8,0.1,0.986
CCCCCN(C(=O)CCC(=O)OCC(=O)Nc1cccc(SC)c1)c1c(N)n(CCCC)c(=O)[nH]c1=O,8.4,0.5,26.2,11.9,14.5,1.11,-2.3,-11.5,0.995
CN(C)C=NC1=NN(c2cccc(C(F)(F)F)c2)CC1,-2.3,18.0,2.6,13.9,-6.3,0.995,11.5,0.5,0.82
O=C(C1CCN(S(=O)(=O)c2cnc[nH]2)CC1)N1CCc2ccccc2C1,14.0,14.1,-13.9,3.4,5.2,0.976,3.2,2.4,0.859
CN(Cc1nc2ccc(F)cc2[nH]1)Cc1nc(CC2CC2)no1,-9.8,10.4,11.3,0.4,1.1,0.907,4.3,9.3,0.896
COc1ccc(Cl)cc1NC(=S)NCCSc1ccc(C)cc1,16.9,-28.3,22.3,48.9*,11.5,2.6*,3.8,-159.9,1.28
COc1ccccc1NC(=O)C(C(C)C)N1C(=O)c2ccccc2C1=O (stereo not given),11.7,-21.6,8.7,24.2,9.8,0.934,-4.1,6.6,1.22
Cc1cc2ccccc2c(=O)[nH]1,6.3,23.8,13.7,10.1,-17.6,1.01,0.0,-1.3,0.762
O=c1oc(-c2ccco2)nc2ccccc12,16.8,-4.2,7.6,32.4,8.3,0.966,13.2,3.4,1.04
CC1CCCCN1S(=O)(=O)c1ccc(C(=O)Nc2nnc(-c3ccccn3)o2)cc1 (stereo not given),-9.1,0.8,17.3,10.4,7.6,1.06,-5.0,-5.6,0.992
CCOc1ccc(CCNC(=O)COC(=O)c2ccc(OC(C)C)cc2)cc1OCC,6.8,-16.0,25.5,19.8,20.0,1.01,-7.0,-0.6,1.16
COc1ccc(-c2cc(C(F)(F)F)nc(SCC(=O)N(C)Cc3cnn(C)c3C)n2)cc1OC,21.5,13.9,8.3,20.0,2.8,0.912,-6.4,8.8,0.861
CCN(C[C@H]1N[C@@](Cc2ccccc2)(C(=O)OC)[C@H]2C(=O)N(C)C(=O)[C@@H]12)C(=O)COC,-5.9,18.4,-5.6,6.5,-9.5,1.02,3.8,-2.2,0.816
COc1ccc(CNS(=O)(=O)c2ccc(C)cc2)cc1,-22.8,-2.3,23.8,0.9,-2.9,1,-3.1,-0.2,1.02
CC(=O)c1cccc(NC(=O)c2ccc(NC(=O)CCS(=O)(=O)c3cccs3)cc2)c1,-15.5,4.6,15.3,-15.6,3.1,1.04,-16.4,-3.6,0.954
Cc1cccnc1NC(=O)CCNC(=O)c1ccc(Cl)cc1,-1.4,-8.4,18.6,-19.1,-1.3,1.05,-8.4,-5.5,1.08
Cc1ccc(N2C(=O)CC(N3CCN(C)CC3)C2=O)cc1 (stereo not given),1.3,1.5,6.4,8.6,-6.1,0.982,/,1.8,0.985
C[N+](C)(C)C(Cc1c[nH]c2ccccc12)C(=O)[O-] (stereo not given),-3.7,5.8,7.0,-1.3,-6.8,0.839,/,16.1,0.942
CCC(O)(C#CCN1CCCCC1)CC,5.6,-24.9,-8.6,-7.4,-2.2,0.948,11.5,5.2,1.25
CC(C)NC(=O)Cn1c(=O)n(CC(=O)N2CCCCC2)c(=O)c2sccc21,5.2,18.3,-2.4,26.5,-15.0,1.01,-3.3,-1.0,0.817
Cc1cccc(OCCNc2cc(N3CCOCC3)ccc2[N+](=O)[O-])c1,22.1,-2.8,25.7,26.7,-3.0,0.812,-7.3,18.8,1.03
O=C(COc1ccc(Cl)cc1Cl)Nc1nnc(C2=COCCO2)o1,13.9,-25.7,-4.5,31.5,-0.4,1.04,3.0,-4.1,1.26
Cc1ccc(NS(=O)(=O)c2ccc3c(c2)NC(=O)CO3)cc1,7.5,7.3,12.0,-4.0,3.4,1.01,2.5,-0.7,0.927
O=C(O)c1cccnc1SC1CC(=O)N(c2ccccc2)C1=O (stereo not given),-1.0,3.0,-1.1,1.1,-15.5,0.982,-5.8,1.8,0.97
O=S(=O)(NC1CCCCC1)c1cccc(-c2nnc(-c3ccccc3)o2)c1,4.5,2.5,5.3,19.6,27.8,0.979,0.6,2.1,0.975
C=CCn1c(=O)c2ccccc2n2c(SCc3nnc(-c4ccccc4Br)o3)nnc12,24.9,10.2,2.5,29.3,-25.5,0.897,0.9,10.3,0.898
COc1ccc(-c2csc(NC(=O)CSc3ccc(Br)cc3)n2)c(OC)c1,19.8,-13.1,21.2,13.8,6.8,1.14,-14.0,-13.8,1.13
COc1cccc(CC(=O)NCC2COc3ccccc3O2)c1OC (stereo not given),0.6,0.9,4.5,5.2,-11.8,0.933,-5.5,6.7,0.991
O=C(NC(NC1CCS(=O)(=O)C1)C(Cl)(Cl)Cl)c1ccc(Br)cc1 (stereo not given),10.3,8.6,16.1,12.5,8.7,1.02,-1.3,-2.2,0.914
Cc1ccc(C2NC(c3ccc(C)cc3)C(C)C(=NO)C2C)cc1 (stereo not given),26.4,-3.7,17.9,34.8,0.7,0.961,6.6,3.9,1.04
Cc1ccc(Cl)cc1N1CCN(S(C)(=O)=O)CC1,-11.4,-13.1,-4.4,-4.0,-2.6,1.07,-2.3,-7.1,1.13
COc1ccccc1CC(=O)NCC(c1ccco1)N1CCCCC1 (stereo not given),1.9,3.2,-3.0,-1.7,-2.8,0.96,-2.6,4.0,0.968
CN(C)/C=N/c1c(C(=O)NCc2ccccc2)nnn1Cc1ccccc1,-4.8,-3.9,15.5,10.0,3.2,1.01,-12.8,-1.5,1.04
O=C(O)CSc1nnc(-c2ccc(Cl)cc2Cl)n1-c1ccc(Br)cc1,2.0,34.6,4.6,3.7,10.9,1.07,1.0,-6.8,0.654
O=C(COc1ccc(S(=O)(=O)N2CCCCC2)cc1Cl)N1CCOCC1,3.6,-12.7,1.9,24.4,7.3,1.1,-4.5,-9.6,1.13
CN1CCC(N(C)S(=O)(=O)c2ccc(NC(=O)COc3cccc(C(F)(F)F)c3)cc2)CC1,-9.6,4.1,4.6,-18.6,26.9,1.04,-8.2,-4.3,0.959
CN(C(=O)CCc1nnc(-c2ccc(-c3ccccc3)cc2)o1)C1CCOCC1,0.7,-18.0,16.0,14.1,2.5,0.962,6.3,3.8,1.18
COC(=O)c1ccccc1NC1CC(=O)N(c2c(C)cccc2C)C1=O (stereo not given),-4.0,-11.4,7.3,39.0,-0.4,0.983,9.6,1.7,1.11
CCn1c(SCC(=O)Nc2nc3ccccc3s2)nnc1-c1ccc(Br)cc1,11.1,-4.2,-4.7,13.7,-7.5,1,-7.7,0.0,1.04
CCOC(=O)C1C(=O)CC(C)(O)C(C(=O)OCC)C1c1ccc(OCC)cc1 (stereo not given),-17.5,18.3,26.5,8.4,-15.5,1,-1.6,-0.2,0.817
NC(=O)c1nnn(-c2nonc2N)c1-c1ccc([N+](=O)[O-])cc1,-0.2,-8.1,4.4,9.4,2.8,1.26,-1.1,-25.6,1.08
CCN1CCN(c2ccc(NC(=O)c3ccc4c(c3)OCO4)cc2)CC1,-17.3,-15.8,4.5,0.3,1.1,0.876,0.5,12.4,1.16
Cc1ccc(SCc2cc(=O)n3[nH]cnc3n2)cc1,-20.2,-0.4,-0.1,5.4,-4.8,0.908,-11.2,9.2,1
O=[n+]1cc(-c2ccc(F)cc2)n([O-])c2c1CCC2,-6.5,6.5,18.8,4.7,-1.9,0.967,-9.9,3.3,0.935
CCC1=C(OC(=O)N(CC)CC)N2C(=O)OC(=NCCc3c[nH]c4ccccc34)[C@]2(C)[C@H]2C1=CC[C@H]1C(=O)NC(=O)[C@H]12,-0.6,-15.9,12.0,6.5,16.1,1.11,1.6,-11.4,1.16
CN(CC(=O)Nc1ccc(N2CCOCC2)cc1)C(=O)CCNC(=O)c1ccc(Br)cc1,-6.1,-6.2,21.4,-1.9,1.4,1.03,-3.0,-3.2,1.06
CCOc1ccccc1C(=O)NCC(=O)NCC(c1ccc(OC)cc1)N1CCOCC1 (stereo not given),1.9,-6.5,6.4,-13.8,4.9,1.02,-6.9,-2.0,1.06
CCc1ccc(NC(=O)c2cc(-c3ccc(F)cc3)on2)cc1,-1.4,4.4,13.5,0.9,-25.0,0.934,-5.8,6.6,0.956

Complete entries, looked up by structure. Screens in order: TIM10 inh | hIAP inh | NLRP3 yeast inh | tim10-1 inh | Apaf1 inhib | mIAP activ | ATG4B inh | mIAP inh | hIAP activ
O=C(C1CCN(S(=O)(=O)c2cnc[nH]2)CC1)N1CCc2ccccc2C1 across the screens: 14.0 | 14.1 | -13.9 | 3.4 | 5.2 | 0.976 | 3.2 | 2.4 | 0.859
Cc1ccc(SCc2cc(=O)n3[nH]cnc3n2)cc1 across the screens: -20.2 | -0.4 | -0.1 | 5.4 | -4.8 | 0.908 | -11.2 | 9.2 | 1
